KB-3-1 cytotox = kills parental KB-3-1 adenocarcinoma cells. 1.4% of 400,000 active. AID 1347075. KB-3-1 viability, CellTiter-Glo ATP luminescence, 72 h. Potency, µM (doses to about 46.1 µM), for the others: at the highest dose activity change, negative = cytotoxic, usual class: cytotoxic; also: potency is read from the fitted curve at half-maximal effect; % is scaled to controls: 0 for no effect and ±100 for the full control effect; nearly all actives have a fitted effect of over 60% in size
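Cytotoxicity measured as CellTiter-Glo luminescence after 72 h at 37 C. Compound titrations were pinned onto drug-naive KB-3-1 parental adenocarcinoma cells grown in DMEM with 10% FBS, and normalized data fitted to concentration-response curves.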
IL1B secr inh = blocks inflammasome-driven IL-1 beta release; AID 743279; 4.7% of 360,000 active; activity change, % at 57.5 µM; THP-1 LPS/ATP IL-1B secretion, AlphaLISA, 16 h; hits give low values; in the data active = activity change below about -50%; inconclusive = mostly about -30% to -49%; also: % is scaled to controls: 0 for no effect and ±100 for the full control effect
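Secreted IL-1B measured by AlphaLISA bead assay after 16 h compound exposure of THP-1 cells; compounds (final up to 57.5 uM) added 1 h before LPS (250 ng/mL) and ATP (1.25 mM) stimulation; lower signal means less secretion.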
GLP-1R agonist = GLP-1 receptor (human) agonism; HEK293 GLP-1R CRE-luciferase, luminescence, 4-6 h; cells express a hypersensitive GLP-1R form; AID 624172; Potency, µM (doses to about 45.6 µM), without a hit: top-dose activation, actives largely listed as activators; 0.007% of 380,000 active; also: potency is read from the fitted curve at half-maximal effect; % of control where 0% means no effect
Target sequence (P43220 whole entry, looked up): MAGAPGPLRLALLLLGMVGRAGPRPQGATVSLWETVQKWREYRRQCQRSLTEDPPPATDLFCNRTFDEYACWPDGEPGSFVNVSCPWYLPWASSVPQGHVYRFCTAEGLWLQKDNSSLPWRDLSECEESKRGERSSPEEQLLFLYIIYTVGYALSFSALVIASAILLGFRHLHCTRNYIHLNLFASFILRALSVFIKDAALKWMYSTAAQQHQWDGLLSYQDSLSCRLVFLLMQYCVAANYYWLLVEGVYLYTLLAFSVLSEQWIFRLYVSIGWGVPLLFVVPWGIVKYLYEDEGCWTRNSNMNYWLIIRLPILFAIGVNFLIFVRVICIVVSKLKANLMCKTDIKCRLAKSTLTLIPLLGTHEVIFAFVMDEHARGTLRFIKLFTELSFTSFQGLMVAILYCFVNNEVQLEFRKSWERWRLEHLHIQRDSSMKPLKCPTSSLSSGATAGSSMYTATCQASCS
HT1080 IDH1KD tx = toxicity to HT-1080 IDH1 knockdown cells (counter line) | Potency, µM (doses to about 46.1 µM), for the others: at the top dose activity, negative = toxicity, actives largely listed as cytotoxic | AID 686971 | HT-1080 IDH1 knockdown viability, ATP luminescence, 48 h | 2% of 360,000 active;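 also: potency is read from the fitted curve at half-maximal effect; 0% = DMSO wells and -100% = cell-free medium wells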
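Luminescent ATP read-out (CellTiter-Glo, 10 min at room temperature) after 48 h compound exposure at 37 °C gave viability of IDH1-knockdown HT-1080 cells. Activity was normalised to DMSO and cell-free wells, then fitted as concentration-response curves.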
D3 antag = D3 dopamine receptor (human) antagonism | D3R cells, DiscoveRx beta-arrestin luminescence, antagonist mode; hits give low values | AID 652054 | P35462 | 2.5% of 360,000 active | max response, negative = inhibition, %; in the data active = max response below about -50%; inconclusive = no clear call, values can overlap the other calls; also: % is scaled to controls: 0 for no effect and ±100 for the full control effect; mostly tested at two doses, the higher about 12 µM
Target sequence (P35462 whole entry, looked up): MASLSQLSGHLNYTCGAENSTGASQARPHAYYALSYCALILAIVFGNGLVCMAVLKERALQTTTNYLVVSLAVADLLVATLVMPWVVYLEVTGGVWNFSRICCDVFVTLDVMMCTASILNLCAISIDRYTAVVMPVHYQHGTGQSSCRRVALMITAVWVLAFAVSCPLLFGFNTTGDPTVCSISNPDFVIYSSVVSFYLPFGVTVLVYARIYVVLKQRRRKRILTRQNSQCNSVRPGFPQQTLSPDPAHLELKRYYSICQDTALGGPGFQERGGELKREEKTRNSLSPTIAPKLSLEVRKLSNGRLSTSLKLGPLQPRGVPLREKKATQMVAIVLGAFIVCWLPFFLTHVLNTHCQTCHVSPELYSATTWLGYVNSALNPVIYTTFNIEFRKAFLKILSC
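Cells expressing the human receptor were seeded at 1500 cells/well, incubated overnight at 37 degrees C in 5% CO2, then exposed to library compounds with dopamine controls for 90 minutes at 37 degrees C before luminescent detection.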
SW480 rerep = inducers of DNA re-replication in SW480 colon cancer cells; SW480 DNA re-replication, Hoechst DNA content imaging, 48 h; Potency, µM (highest dose often 46.1 µM), without a hit: top-dose re-replication activation, most hits filed as activators; 1.8% of 340,000 active; AID 624297; also: potency is read from the fitted curve at half-maximal effect; % of control where 0% means no effect; nearly all actives have a fitted effect of over 55% in size
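Per well, 250 cells were exposed to pinned compound for 48 hr. Nuclear DNA was visualised with Hoechst (40 min, 37 C) and total object intensity recorded by fluorescence scanning.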
KB-V1 cytotox = KB-V1 MDR subline cytotoxicity; KB-V1 MDR cells viability, CellTiter-Glo, 72 h; Potency, µM (series often up to 46.1 µM), for inactives: top-dose activity change, negative = cytotoxicity, most hits filed as cytotoxic; 3.4% of 400,000 active; AID 1347076; also: potency is read from the fitted curve at half-maximal effect; % is scaled to controls: 0 for no effect and ±100 for the full control effect; nearly all actives have a fitted effect of over 60% in size
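Cells of the MDR subline KB-V1 are plated, dosed with compound at multiple concentrations, and incubated 72 h at 37 degrees C; CellTiter-Glo is then added and luminescence read after 10 min.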
HT1080NT lethal = kills 2HG-producing HT-1080-NT fibrosarcoma cells; HT-1080-NT fibrosarcoma viability, CellTiter-Glo ATP luminescence, 48 h; Potency, µM (highest dose often 46.1 µM), without a hit: top-dose activity, negative = less viability, hits mostly cytotoxic; 1.6% of 360,000 active; AID 686970;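 also: NT is the 2HG producing partner of a matched IDH1 knockdown line; potency is read from the fitted curve at half-maximal effect; 0% = DMSO-treated cells and -100% = media-only wells without cells; nearly all actives have a fitted effect of over 55% in size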
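Fibrosarcoma NT cells, 750 per well in 5% FBS RPMI, were exposed to compound for 48 hours. Viability: CellTiter-Glo luminescence.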
DRD3 agonist = activates the human D3 dopamine receptor | AID 652048 | D3R DiscoveRx beta-arrestin cells, luminescence, 90 min | 0.58% of 410,000 active | max activation, % | P35462; in the data active = max activation above about 30%; also: 0% is about no effect; mostly tested at two doses, the higher about 12 µM
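Agonist mode: compounds and dopamine controls were applied to plated cells for 90 min at 37 degrees C after an overnight attachment at 1500 cells/well. Luminescent read-out followed 30 - 60 minutes at room temperature with DiscoveRx detection reagent.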
* = called active by the depositor; i = inactive; ? = inconclusive; nt = not tested or not shown; [ ] = dose if it differs, or a comment. Unless noted, calls follow the shape of the dose curve; as a rule, active = well fitted curve in the direction sought with a large enough effect; inconclusive = small, poorly fitted or top-dose-only effect, or another doubt; inactive = no such curve, though single readings can be large; an effect the other way counts as inactive or inconclusive.

SMILES | KB-3-1 cytotox | IL1B secr inh | GLP-1R agonist | HT1080 IDH1KD tx | D3 antag | SW480 rerep | KB-V1 cytotox | HT1080NT lethal | DRD3 agonist
Cc1cc(OCCCC(=O)Nc2cccc(-n3cnnn3)c2)ccc1Cl | -18% | -6 | 10% | 1% | -6 | -16% | ? | -1% | -5
O=C(O)c1ccc(OCc2ccc(C(=O)O)o2)cc1 | -1% | -8 | 6% | 18% | -24 | 0% | -4% | 20% | -13
Cc1cc(C)c2[nH]c(=O)c(CN(Cc3ccccc3)C(=S)NCCCN(C)C)cc2c1 | ? | -8 | -6% | 0% | -28 | ? | 20% | 17% | -17
Cc1cccc(-n2ncc3c(N(C)Cc4ccccc4)ncnc32)c1 | -12% | -13 | 17% | -20% | 4 | -5% | 0% | -6% | 3
N#Cc1ccc(-c2ccc(OCC(O)Cn3nnc4ccccc43)cc2)cc1 (centres undefined) | ? | -59* | -5% | ? | 47 | 1% | ? | -5% | 1
CCCCn1c(N)c(N(CC(C)C)C(=O)c2ccc(COc3ccccc3)o2)c(=O)[nH]c1=O | 4% | -18 | -1% | -1% | 0 | -7% | ? | 9% | 0
COc1ccc2[nH]c(=O)c(-c3nnn(-c4ccc(F)cc4)n3)cc2c1 | 0% | 13 | 3% | -1% | 0 | -30% | ? | 2% | -2
O=C(CC1CC2CCC1C2)N1CCN(S(=O)(=O)c2ccc(C(F)(F)F)cc2)CC1 (centres undefined) | 12% | 24 | 6% | 12% | 7 | nt | ? | 5% | 1
COc1cccc2cc(C(=O)N3CCc4ccccc43)c(=O)oc12 | -4% | 21 | -10% | 2% | -6 | -5% | -11% | -1% | 0
CCCOc1ccc(C(=O)CCC(=O)OCC(=O)Nc2cccc(S(N)(=O)=O)c2)cc1 | 13% | 13 | 11% | -1% | 10 | 7% | -5% | -8% | -1
Cc1cc2nc(C3CCCCC3)c(Cc3cccc(Cl)c3)n2c(C)c1Br | -9% | 38 | -1% | -2% | 25 | nt | 0% | 13% | -1
O=S1(=O)NC(CC2=CCCCC2)C2CCCCC2O1 (centres undefined) | 2% | 13 | 0% | 11% | 0 | 3% | -13% | 29% | -30
CC1C=CCC2C(=O)N(c3ccc(OC(=O)c4cccs4)cc3)C(=O)C12 (centres undefined) | -3% | 19 | 0% | -7% | -15 | -11% | -5% | -10% | 1
COc1ccc(CN2CC(C(N)=O)Oc3ccccc32)cc1F (centres undefined) | -2% | 1 | 6% | -4% | -19 | -2% | -29% | -4% | -8
CC(=O)c1cccc(NC(=O)N2CCCC2C(=O)NCCc2ccccc2)c1 (centres undefined) | -3% | -1 | -2% | 21% | -13 | -8% | 17% | 18% | -5
Cc1occc1C(=O)N1CCCC(Nc2ccc(F)cc2)C1 (centres undefined) | 8% | 4 | -3% | 3% | -5 | -7% | 1% | 5% | -2
Cc1c(CCC(=O)O)c(=O)oc2cc3oc4c(c3cc12)CCCC4 | 4% | 14 | 0% | 0% | 3 | -6% | 24% | 4% | 9
OC1CCCCC1 | 0% | -5 | 3% | 14% | 27 | -20% | 0% | 24% | 10
COc1ccc(Nc2nc(N)c(C(=O)c3ccc(F)cc3)s2)cc1 | ? | -22 | -12% | 1.8µM* | -10 | 4.1µM* | 1.3µM* | ? | 0
CCc1cccc2c(C(=O)COC(=O)c3ccc(O)cc3)c[nH]c12 | -11% | 13 | 3% | -14% | 10 | -6% | -7% | 0% | 2
COC(=O)CCC(=O)OC1(C)C(=O)C2=COC(c3ccc(OC)cc3)=CC2=C(Br)C1=O (centres undefined) | -1% | 20 | -1% | 8% | -15 | -7% | -19% | 14% | 6
CCN(C(=O)Cn1cc(C(F)(F)F)ccc1=O)c1c(N)n(Cc2ccccc2)c(=O)[nH]c1=O | 11% | -10 | -5% | 18% | 1 | 3% | 9% | 11% | -3
O=C(Cc1ccccc1[N+](=O)[O-])Nc1ccc2c(c1)OCO2 | -1% | -5 | 5% | 5% | -14 | -11% | 15% | 3% | 0
Cc1ccc(C)c(Cn2cnc3c(nnn3-c3ccc(F)cc3)c2=O)c1 | -17% | -2 | 0% | -3% | -19 | -9% | ? | 1%[9.24 µM] | -10
Cc1coc2cc3oc(=O)c(CC(=O)N4C[C@H]5C[C@@H](C4)c4cccc(=O)n4C5)c(C)c3cc12 | 0% | 5 | 4% | 7% | -15 | -21% | -3% | -1% | 7

The last four records of the part before are carried over, then new ones follow:
SMILES | KB-3-1 cytotox | IL1B secr inh | GLP-1R agonist | HT1080 IDH1KD tx | D3 antag | SW480 rerep | KB-V1 cytotox | HT1080NT lethal | DRD3 agonist
CCN(C(=O)Cn1cc(C(F)(F)F)ccc1=O)c1c(N)n(Cc2ccccc2)c(=O)[nH]c1=O | 11% | -10 | -5% | 18% | 1 | 3% | 9% | 11% | -3
O=C(Cc1ccccc1[N+](=O)[O-])Nc1ccc2c(c1)OCO2 | -1% | -5 | 5% | 5% | -14 | -11% | 15% | 3% | 0
Cc1ccc(C)c(Cn2cnc3c(nnn3-c3ccc(F)cc3)c2=O)c1 | -17% | -2 | 0% | -3% | -19 | -9% | ? | 1%[9.24 µM] | -10
Cc1coc2cc3oc(=O)c(CC(=O)N4C[C@H]5C[C@@H](C4)c4cccc(=O)n4C5)c(C)c3cc12 | 0% | 5 | 4% | 7% | -15 | -21% | -3% | -1% | 7
CCOc1ccc(S(=O)(=O)NCCC(=O)NCC(c2ccco2)N2CCCCC2)cc1 (centres undefined) | 29% | -24 | 12% | 14% | -25 | -7% | 0% | 8% | -14
CCc1nnc(NC(=O)/C=C/c2ccc(C)o2)s1 | ? | -4 | -14% | ? | -15 | -1% | ? | 17% | 1
CC(=O)Oc1ccc2c(c1)OC(c1ccccc1)CC21CC(C)(C)NC(=O)N1 (centres undefined) | 29% | 6 | 13% | -1% | -4 | -26% | -12% | 5% | -3
CC1CCN(C(=O)CNS(=O)(=O)c2ccc(Br)s2)CC1 | 7% | 8 | 6% | 1% | -25 | 0% | -3% | 1% | 7
COc1ccc(S(=O)(=O)N(CC(=O)NCC2CCCO2)Cc2ccccc2)cc1C (centres undefined) | -9% | -6 | -5% | -4% | -15 | ? | -22% | -4% | 6
CCn1c(SCC(=O)N/N=C/c2ccccc2OCC(=O)O)nnc1-c1ccc(OC)cc1 | -2% | 7 | -1% | 16% | 2 | -11% | 9% | 29% | 10
CCOC(=O)C1CCCN(S(=O)(=O)Cc2ccccc2)C1 (centres undefined) | -12% | 20 | -1% | 1%[9.24 µM] | -9 | -2% | 15% | 5% | -3
OCCN(Cc1cccnc1)Cc1ccccn1 | 19% | 26 | 5% | -17% | 0 | 17% | 10µM* | 6% | 1
CN(CC(=O)Nc1ccc([N+](=O)[O-])cc1Br)Cc1c(F)cccc1Cl | -8% | -3 | 4% | -12% | -23 | 0% | 0% | -13% | -14
CCOC(=O)c1c(C)[nH]c(C(=O)COC(=O)c2oc3ccccc3c2C)c1C | ? | -4 | -15% | 0% | 7 | 4% | -9% | 3% | -2
CCOC(=O)c1c(C)[nH]c(C(=O)N(C)CC(=O)Nc2ccc(OCC)c(OCC)c2)c1C | 1% | -7 | 9% | 11% | 20 | nt | 0% | 11% | 1
Cc1ccc(S(=O)(=O)C2(C(=O)NCc3ccc4c(c3)OCO4)CC2)cc1 | -26% | 17 | -2% | 0% | 7 | -11% | -28% | 1% | -1
CSc1ccc(Cn2c(C)c(C(=O)NCc3ccccc3C(F)(F)F)sc2=O)cc1 | -5% | nt | 3% | -29% | 12 | nt | ? | 6% | 1
O=C(CN1C(=O)c2ccc([N+](=O)[O-])cc2C1=O)Nc1cc(S(=O)(=O)N2CCOCC2)ccc1Cl | ? | 14 | -4% | 1% | 1 | 0% | 9% | -4% | 2
Cc1cccc(NC(=S)NC2CCCCC2)n1 | 8% | 45 | 12% | -20% | -11 | 2% | -29% | ? | 0
O=S1(=O)CC(N2CCC(Cc3ccccc3)CC2)CN1C1CCCCC1 (centres undefined) | -2% | 17 | 1% | -11% | -78* | nt | ? | -16% | -9
Cc1cc(C(=O)NCC(c2ccco2)N2CCCC2)c2ccccc2n1 (centres undefined) | 21% | 44 | 5% | 6% | 10 | -1% | 9% | 0%[9.24 µM] | 3
S=C(NCCCn1ccnc1)NC1CCCCC1 | 0% | i | 2% | 1% | 14 | ? | 2% | 7% | -4
S=C(NCc1ccccc1)C(=S)NCc1ccccc1 | 8% | -14 | 11% | 0% | -18 | -3% | 14% | 1% | 3
Cc1ccccc1-c1noc(-c2ccc(Cl)cc2)n1 | -2% | 0 | 5% | 12% | 32 | 1% | 9% | 11% | 0
O=C(Nc1cccc([N+](=O)[O-])c1)c1ccc(-c2ccccc2)cc1 | 1% | -10 | 6% | 15% | 56 | -3% | 7% | 24% | 11
Cc1cc2nc(C3CCN(CC4COc5ccccc5O4)CC3)[nH]c2cc1C (centres undefined) | ? | ? | -5% | ? | -50* | ? | -24% | 15µM* | -1
CCOc1ccc(-n2cc(C(=O)N3CCN(C)CC3)c3cc(OC)c(OC)cc3c2=O)cc1 | 2% | 9 | 1% | 4% | -12 | 3% | 5% | 12% | 1
CC1(C(=O)Nc2ccc3c(c2)OCCO3)CCN1Cc1ccc(-c2ccccn2)cc1 (centres undefined) | -23% | -19 | 1% | 5% | -1 | nt | ? | 3% | -4
COc1ccc(F)cc1COc1nc(C)nc2ccccc12 | -6% | 12 | 8% | -7% | -11 | 1% | -16% | -2% | -8
O=C(COC(=O)c1ccccc1O)Nc1ncc(Cl)cc1Cl | 4% | 18 | -2% | 0% | -2 | -15% | 16% | 7% | -8
COc1ccc(Oc2ccc(/C=C/C(=O)c3cccc(OC)c3)cc2[N+](=O)[O-])cc1 | ? | -4 | 0% | ? | -56* | ? | ? | ? | -21
Cc1ccc(OCCCC(=O)N(C)CC(=O)Nc2c(C)cccc2C)cc1 | 0% | -6 | -1% | 10% | -2 | nt | 9% | 3% | 4

Screening data: PubChem, National Center for Advancing Translational Sciences (NCATS)
